Compound activity deposited in PubChem BioAssay by National Center for Advancing Translational Sciences (NCATS).
TRHR ag = TRH receptor (human) agonism. P34981. TRHR cells, calcium flux fluo-8, FDSS agonist mode. activation, % at 2 µM. 360,000 compounds, 0.18% hits. AID 493084; in the data active = activation above about 30%; also: 0% is about no effect
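Steps: seed TRHR cells overnight; add fluo-8 no-wash Ca dye, RT 30 min–1.5 h; record 10 s baseline; pin-transfer compounds; monitor fluorescence 1 cycle/s for the agonist window. Calcium increases flag candidate agonists.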
D2 potentiator = positive allosteric modulators of human D2 dopamine receptor; HEK293 T-REx D2, calcium flux, EC20 dopamine potentiation; potentiation, % at 10 µM; 340,000 compounds, 0.34% hits; P14416; AID 485347;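 active = potentiation over 3 SD above the plate norm, cut at about 30% in these data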; also: 0% is about no effect
Target sequence (P14416 whole entry, looked up): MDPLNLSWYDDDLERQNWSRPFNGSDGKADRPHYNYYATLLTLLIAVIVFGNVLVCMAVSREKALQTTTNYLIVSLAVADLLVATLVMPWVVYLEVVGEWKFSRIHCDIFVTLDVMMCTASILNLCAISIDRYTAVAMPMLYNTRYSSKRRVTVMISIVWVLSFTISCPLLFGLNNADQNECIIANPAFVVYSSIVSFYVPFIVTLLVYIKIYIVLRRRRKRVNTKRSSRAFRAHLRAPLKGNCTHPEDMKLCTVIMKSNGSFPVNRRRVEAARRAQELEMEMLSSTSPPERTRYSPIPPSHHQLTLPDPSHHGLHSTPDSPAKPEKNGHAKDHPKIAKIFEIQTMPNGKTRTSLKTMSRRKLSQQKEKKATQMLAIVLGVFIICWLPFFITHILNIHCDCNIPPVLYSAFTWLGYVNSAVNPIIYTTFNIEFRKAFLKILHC
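Tetracycline-induced HEK293 T-REx cells force-coupled to calcium signalling expressed D2; compounds were pin-added after a 10 s baseline, read kinetically 180 s, then an EC20 dopamine challenge followed with a further 180 s calcium read.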
D1 antag = blocks dopamine activation of the human D1 receptor; P21728; HEK293 TREx D1 cells, calcium flux, dopamine EC80; active compounds read low; activity change, negative = inhibition, % at 10 µM; 360,000 compounds, 3.2% hits; AID 504652; in the data active = activity change below about -30%; also: % is scaled to controls: 0 for no effect and ±100 for the full control effect
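Using tetracycline-induced force-coupled D1 Hek293 cells and a calcium dye, signals were followed for 180 s after compound, then for 180 s after EC80 dopamine, to detect inhibitors.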
D1 PAM = potentiators of human D1 dopamine receptor; potentiation, % at 10 µM; 360,000 compounds, 0.036% hits; P21728; HEK293 TREx D1 cells, calcium flux, dopamine EC20 potentiation; AID 504651; in the data active = potentiation above about 30%; also: 0% is about no effect
D1 agonist = agonists of human D1 dopamine receptor; 360,000 compounds, 1% hits; HEK293 T-REx D1 cells, calcium flux, agonist mode; AID 504660; activation, % at 2 µM; P21728; in the data active = activation above about 30%; also: 0% is about no effect
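Inducible HEK293 T-REx D1 cells, force-coupled to calcium signalling, were plated at 4000 cells/well with tetracycline and held overnight at 30 C. After no-wash calcium dye loading, compound-evoked calcium rise over 180 s flagged agonists.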
RXFP1 ag = RXFP1 (human) receptor agonism; Potency, µM (titrated, usually from 57.5 µM), for the others: at the highest dose activation, usual class: activators; Q9HBX9; 370,000 compounds, 0.3% hits; HEK293T-RXFP1 cAMP TR-FRET, 30 min; response scale: percent of porcine relaxin response, buffer zero; AID 2676; also: potency is read from the fitted curve at half-maximal effect; % is scaled to controls: 0 for no effect and ±100 for the full control effect; nearly all actives have a fitted effect of over 60% in size; many of its hits are not listed in these tables
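cAMP rise read by TR-FRET after 30 min, 37C compound exposure (up to 58 uM) in RXFP1-transfected HEK293 cells with Ro 20174 present. EC50 from Hill-equation fits, with 29 nM porcine relaxin as 100% and buffer as basal.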
RXFP1 antagonist = blocks the human relaxin receptor RXFP1 | Q9HBX9 | HEK293-RXFP1, relaxin-stimulated cAMP HTRF, 30 min; active compounds read low | activity change, negative = inhibition, % at 57.5 µM | 350,000 compounds, 0.59% hits | AID 1259400;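 active = activity change of -60% or lower, but not beyond a set lower limit; inconclusive = change between -60% and -40%, or beyond the set limit; inactive = change above -40%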; also: % is scaled to controls: 0 for no effect and ±100 for the full control effect
Anesthetic bind = candidate novel general anesthetic via apoferritin binding; P02791; apoferritin/1-aminoanthracene competitive binding, fluorescence; Potency, µM (doses to about 77.5 µM), for the others: top-dose activity change, negative = displacement, actives largely listed as inhibitors; 350,000 compounds, 0.074% hits; AID 485281; also: potency is read from the fitted curve at half-maximal effect; % is scaled to controls: 0 for no effect and ±100 for the full control effect; nearly all actives have a fitted effect of over 20% in size
Target sequence (P02791 2-175 limits assumed): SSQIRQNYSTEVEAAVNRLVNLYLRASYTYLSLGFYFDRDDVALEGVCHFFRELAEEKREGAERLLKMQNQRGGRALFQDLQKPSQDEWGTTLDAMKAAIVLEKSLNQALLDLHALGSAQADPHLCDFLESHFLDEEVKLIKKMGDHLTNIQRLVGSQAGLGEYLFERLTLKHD
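Probe: 1-aminoanthracene (50% saturated, PBS). Protein: horse-spleen apoferritin, 10 uM. Incubation: 10 min, room temperature. Detection: 380 nm excitation, 535 nm emission. Analysis: normalized response, four-parameter Hill.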
TRHR PAM = TRH receptor (human) allosteric enhancement; P34981; TRHR cells, fluo-8 calcium fluorescence, EC20 TRH enhancement; enhancement, % at 2 µM; 360,000 compounds, 0.66% hits; AID 493056; in the data active = enhancement above about 30%; also: 0% is about no effect
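TRHR-expressing cells loaded with fluo-8 calcium dye were read kinetically (ex 480/em 530) during compound addition, then stimulated with an EC20 of TRH (10 nM final). Enhancement of the Gq-mediated intracellular calcium response was scored.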
Numbers without * were called inactive; ? = inconclusive; . = no result given; [ ] = remark or other dose. Unless noted, calls follow the shape of the dose curve; as a rule, active = well fitted curve in the direction sought with a large enough effect; inconclusive = small, poorly fitted or top-dose-only effect, or another doubt; inactive = no such curve, though single readings can be large; an effect the other way counts as inactive or inconclusive.

Structure	TRHR ag	D2 potentiator	D1 antag	D1 PAM	D1 agonist	RXFP1 ag	RXFP1 antagonist	Anesthetic bind	TRHR PAM
CN(CCCNC(=O)CSc1cc(=O)n(C)c2cc(Cl)ccc12)Cc1ccccc1	-0.6	-10	19	-8	0	11%	17	-15%	4
COc1nc(-c2cnccn2)sc1C	0.5	-2	3	-5	3	6.1%	8	-17%	-5
O=S(=O)(Nc1cccnc1Cl)c1ccc(F)cc1	1.1	3	5	.	6	3.2%	-1	6%	9
Cc1ccc(NC(=O)COC(=O)Cn2c(C)csc2=O)cc1	-0.4	-5	-2	-9	-1	2.7%	7	?	-1
Nc1nc(SCC(=O)O)[nH]c(=O)c1NC(=O)c1ccccc1F	0.6	7	1	2	3	0.4%	-23	2%	1
COc1ccc(S(=O)(=O)N2CCC(C(=O)NCc3ccncc3)CC2)cc1OC	0.1	-15	4	-4	0	0.5%	-5	4%	-18
Cc1cccc(NC(=O)c2cc(S(=O)(=O)N3CCN(c4ccccc4F)CC3)ccc2F)c1C	0.3	11	-9	-1	-1	0.2%	-6	-12%	1
Cc1ccccc1Cc1n[nH]c(=S)n1N	-0.3	11	-1	-3	3	2.4%	-12	-6%	2
COc1cc(C(=O)N2CCN(c3cccc(C)c3C)CC2)ccc1OCC(=O)N1CCOCC1	0.0	-13	-9	.	0	0.0%	4	.	-1
Cc1ccc(NC(=O)Cn2c(C)cc(C)c(C#N)c2=O)cc1F	1.1	-8	-8	0	6	-0.3%	-5	2%	-6
C[C@@H](C(=O)N1CCN(C(=O)OC(C)(C)C)CC1)n1cc(CCCN=C(NC(=O)OC(C)(C)C)NC(=O)OC(C)(C)C)nn1	-0.5	0	17	2	-3	0.3%	.	-17%	-4
Cn1nnnc1SCC(=O)N1CCN(c2cccc(Cl)c2)CC1	0.3	-2	-12	-3	4	-0.2%	-4	3%	-2
COc1ccc(C)cc1NC(=O)Nc1cnccn1	-0.8	-2	0	-5	0	3.4%	-7	-9%	4
C=CCNC(=O)c1onc(CSc2ccccc2C)c1C(=O)O	-0.5	-12	-10	0	-1	-1.1%	.	-7%	0
CCc1nnc(NC(=O)CN2CCN(Cc3cccc(OC)c3)CC2)s1	-0.4	1	-11	0	2	2.5%	-11	-3%	13
COCCCN(Cc1cccs1)S(=O)(=O)c1c[nH]c(C(=O)OC)c1	-0.1	0	4	-1	7	0.0%	-26	-6%	1
CCOC(=O)c1c(C)[nH]c(C)c1C(=O)CSc1nc2ccccc2n1CCC#N	-0.3	-4	2	-4	2	-1.0%	-3	4%	1
CCc1nc2c(sc3nc4c(cc32)COC(C)(C)C4)c(=O)n1Cc1ccco1	-0.4	9	20	3	4	-0.6%	-12	?	5
Cc1ccc(C(=O)C(C)OC(=O)c2ccc(Cl)nc2)cc1 (stereo not given)	0.8	-3	-22	-3	3	0.2%	-10	.	0
Cc1cc(C)c2nc(NC(=O)[C@@H](NC(=O)c3cccc(S(=O)(=O)N4CCOCC4)c3)C(C)C)sc2c1	0.8	-15	-8	1	7	-0.9%	.	-1%	2
CCCNC(=O)C1CC(=O)N(c2ccc(OCC)cc2)C1 (stereo not given)	0.0	-3	-1	5	3	0.9%	4	-5%	-1
O=C(Nc1ccccc1N1CCOCC1)C1=COCCO1	0.2	-5	7	-5	5	-2.1%	-1	.	-1
COc1cccc(-c2ncnn2-c2sc3c(c2C#N)CCCCC3)c1OC	-1.0	0	19	3	0	0.7%	4	4%	3
Fc1cccc2sc(Nc3nc4ccccc4s3)nc12	-0.2	-3	-7	0	1	2.7%	-14	50%[activator]	2
CC(C)C(NS(=O)(=O)c1cccc2cccnc12)C(=O)Nc1ccc(OC(F)(F)F)cc1 (stereo not given)	0.9	2	-22	-7	12	-1.9%	-27	?	-8

Full records as entered above.
`Cc1ccc(C(=O)C(C)OC(=O)c2ccc(Cl)nc2)cc1` (stereo not given) is listed as TRHR ag = 0.8; D2 potentiator = -3; D1 antag = -22; D1 PAM = -3; D1 agonist = 3; RXFP1 ag = 0.2%; RXFP1 antagonist = -10; Anesthetic bind = .; TRHR PAM = 0
`COCCCN(Cc1cccs1)S(=O)(=O)c1c[nH]c(C(=O)OC)c1` is listed as TRHR ag = -0.1; D2 potentiator = 0; D1 antag = 4; D1 PAM = -1; D1 agonist = 7; RXFP1 ag = 0.0%; RXFP1 antagonist = -26; Anesthetic bind = -6%; TRHR PAM = 1

(more compounds)
Structure	TRHR ag	D2 potentiator	D1 antag	D1 PAM	D1 agonist	RXFP1 ag	RXFP1 antagonist	Anesthetic bind	TRHR PAM
COc1ccc(N(C(=O)c2snc(C(N)=O)c2N)C(C(=O)NC2CCCCC2)c2ccc(C)o2)cc1 (stereo not given)	-0.2	-9	3	2	3	1.6%	-24	-9%	-2
CCCOC(=O)c1ccc(NC(=O)CC(C)(C)C)cc1	0.2	11	12	-1	1	-0.4%	18	-5%	-3
CCCc1cc(=O)n2[nH]c(CCc3ccccc3)nc2n1	0.0	-7	-4	-5	0	-0.1%	0	-10%	6
O=c1nc2n(c3ccc([N+](=O)[O-])cc13)CCCCC2	-2.5	-10	-5	2	0	-0.3%	-13	-4%	5
Cc1cc(Cl)ccc1NC(=O)CCC(=O)N/N=C/c1cc([N+](=O)[O-])ccc1O	-1.6	7	-9	13	1	2.4%	-19	-15%	-2
CCOC(=O)C1CCN(CC(=O)Nc2cc(C)c3c(=O)oc4ccccc4c3n2)CC1	-0.2	3	2	-2	0	-0.5%	.	2%	0
COc1ccc(CNC(=O)C(NS(=O)(=O)c2cccc3nsnc23)C(C)C)cc1 (stereo not given)	-0.3	1	2	2	-1	-0.3%	5	2%	-7
CCOc1ccc(NC(=O)CN2CCN(CC(=O)c3ccc(OC)c(OC)c3)CC2)cc1	0.0	8	3	-6	0	-0.7%	-12	0%	2
Nc1ccc(C(=O)N2CCN(S(=O)(=O)c3ccc4c(c3)OCCCO4)CC2)cc1[N+](=O)[O-]	0.0	.	-18	1	6	2.2%	1	.	3
COc1ccc(N2CCN(C(=O)c3ccc(N4CCCCS4(=O)=O)cc3)CC2)cc1	0.0	11	-29	-6	2	-1.0%	-1	-10%	1
Cc1nn(CC(O)Cn2cnc3c2c(=O)n(C)c(=O)n3C)c(C)c1Br (stereo not given)	0.2	5	8	-4	4	14%	0	-5%	1
Cc1cc2n(n1)C(c1ccc(N(C)C)cc1)Nc1ccccc1-2 (stereo not given)	-2.3	-3	19	-8	2	8.2%	-17	241%[activator]	-1
COc1ccc(NC(=O)CCN2CCN(S(=O)(=O)c3cc(Cl)ccc3Cl)CC2)cc1	-0.6	-11	7	-15	5	-0.3%	-21	1%	-3
Cc1cccc(-c2nc(CN3CCCC(C(=O)NC4CCC(C)CC4)C3)c(C)o2)c1 (stereo not given)	-0.4	2	-24	5	5	-0.3%	-9	-10%	1
O=C(O)/C=C/C(=O)NC1CCS(=O)(=O)C1 (stereo not given)	-0.4	-9	-3	-3	8	0.7%	-2	2%	-19
O=C1C(C2=NC(c3ccccn3)C3C(=O)N(c4ccc(OC(F)(F)F)cc4)C(=O)C23)=C(O)c2ccccc21 (stereo not given)	-0.2	-5	9	-6	1	2.6%	14	4%	8
Cc1ccc(C2C(=O)N(C3CCCCCC3)CC(=O)N2C(C)C)cc1 (stereo not given)	-0.7	-9	-11	4	-4	-0.3%	3	1%	-1
Cc1nc2ccc(S(=O)(=O)NCC(=O)NCCc3ccc(Cl)cc3)cc2s1	-0.4	4	-19	-3	3	2.3%	3	-12%	0
O=C(CSc1nnc(Cc2ccccc2)o1)NC1CCCCC1	0.2	-8	10	-13	3	0.8%	9	-7%	-8
O=C(O)c1ccc2c(=O)n(-c3ccc(F)cc3)c(=S)[nH]c2c1	0.3	-9	-6	3	2	-1.0%	0	-9%	5
COc1ccc(NC(=O)C(NS(=O)(=O)c2cccc3nsnc23)c2ccccc2)cc1 (stereo not given)	-0.9	-3	9	-1	0	-0.2%	-14	0%	3
CC(C)c1ccc(/C=N\NC(=O)c2ccc(Cn3cccn3)o2)cc1	-0.1	-13	35	-2	7	3.0%	-20	-1%	-5
O=C(CSc1ccc2nnc(-c3ccccn3)n2n1)NCC1CCCO1 (stereo not given)	-0.6	-6	-10	-1	3	16%	.	-9%	0
Cc1nc(C(C)NC(=O)c2cc(COc3ccc(C)c(C)c3)on2)c(C)s1 (stereo not given)	0.5	10	22	-8	-1	-0.5%	-9	-39%	-2
Cc1ccc2cccc(N)c2n1	0.1	1	10	4	0	-2.6%	-4	-15%	-2
CN1CCc2c(sc(/N=C/c3cccs3)c2C(N)=O)C1	18	-17	0	3	17	-0.4%	12	-7%	3
CC(C)CN1CCNC(=O)C1CC(=O)NCCCN1CCCc2ccccc21 (stereo not given)	0.0	-3	6	-3	1	-0.6%	1	-8%	1
Cc1n[nH]c(C)c1CCc1nc2c3ccccc3nc(SCC(=O)Nc3ccccc3F)n2n1	-0.3	-3	7	-1	0	1.9%	10	?	1
O=C(Nc1cccnc1Oc1ccc(Cl)cc1)c1cccc2ccccc12	0.4	5	6	-2	3	0.9%	-6	3%	0
Nc1nc(OCC(F)(F)F)cc(Oc2ccccc2F)n1	-0.4	19	7	-7	4	2.1%	-5	?	3

A portion of the library; rates above refer to the full screens.
